# Screens: PubChem, several laboratories
# ZTA counter = counter-screen for EBNA-1 inhibitors: inhibitors of Epstein-Barr virus ZTA. ZTA-DNA binding, fluorescence polarization. 320,000 compounds, 0.15% hits. P03206. inhibition, % at 11 µM; in the data active means inhibition above about 33%
# Target sequence (P03206 whole entry, looked up): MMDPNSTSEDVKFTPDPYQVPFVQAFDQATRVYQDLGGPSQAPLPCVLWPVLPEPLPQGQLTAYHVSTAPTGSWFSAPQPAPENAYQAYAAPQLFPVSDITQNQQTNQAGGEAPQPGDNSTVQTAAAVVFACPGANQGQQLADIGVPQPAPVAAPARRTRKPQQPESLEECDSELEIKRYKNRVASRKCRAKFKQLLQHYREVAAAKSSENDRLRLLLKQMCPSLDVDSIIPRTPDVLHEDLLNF
# PP5 inh = PP5 phosphatase inhibitors, primary screen, biochemical, fluorescence; 320,000 compounds, 0.18% hits; AID 1987, 2009; purified PP5c, OMFP substrate fluorescence; Serine/threonine-protein phosphatase 5 (Homo sapiens), P53041; inhibition, % at 6.7 µM;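 active means inhibition above the campaign's mean inhibition across all tested compounds plus 3 SD, cut at about 9.5% in these data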;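 further: 0% = DMSO only and 100% = 100 µM cantharidin control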
# Target sequence (P53041 whole entry, looked up): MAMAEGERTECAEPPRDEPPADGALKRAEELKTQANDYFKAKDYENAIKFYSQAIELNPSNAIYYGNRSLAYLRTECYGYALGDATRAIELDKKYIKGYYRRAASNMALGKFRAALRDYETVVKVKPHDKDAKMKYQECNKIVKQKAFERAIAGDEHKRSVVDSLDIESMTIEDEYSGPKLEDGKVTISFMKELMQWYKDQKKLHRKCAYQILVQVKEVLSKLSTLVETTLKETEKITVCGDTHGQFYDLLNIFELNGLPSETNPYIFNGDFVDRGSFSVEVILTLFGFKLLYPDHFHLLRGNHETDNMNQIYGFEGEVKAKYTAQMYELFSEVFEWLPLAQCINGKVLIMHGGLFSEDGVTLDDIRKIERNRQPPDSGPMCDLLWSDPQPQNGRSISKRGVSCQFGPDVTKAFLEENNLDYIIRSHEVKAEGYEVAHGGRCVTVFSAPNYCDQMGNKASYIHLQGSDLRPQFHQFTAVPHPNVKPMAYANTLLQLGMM
# TPT1 inhibitor = Candida albicans TPT1 enzyme inhibitors, primary screen, biochemical, fluorescence polarization; tRNA 2'-phosphotransferase TPT1 (Candida albicans SC5314); recombinant caTPT1, FP RNA substrate dephosphorylation; inhibition, % at 5 µM; 300,000 compounds, 0.81% hits;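 active means inhibition above the mean of all tested compounds plus 3 SD, set per screening campaign, cut at about 24% in these data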;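 further: plate controls were DMSO alone for no effect and ferristatin control at 100 nM for full effect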
# PREPL inhibitor = PREPL enzyme inhibitors, primary screen, biochemical, fluorescence polarization | Prolyl endopeptidase-like (Homo sapiens), Q4J6C6 | recombinant PREPL, fluorescence polarization activity-based probe | inhibition, % at 5.96 µM | 320,000 compounds, 0.68% hits | AID 2751, 2010; in the data active means inhibition above about 43%;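 further: 0% = enzyme with DMSO and 100% = wells lacking enzyme; many of its hits are not listed in these tables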
# Efflux pump inh = inhibitors of Candida efflux pumps in yeast, primary screen, S. cerevisiae, Nile Red, multiplex; S. cerevisiae Candida pump triplex; inhibition, % at 10 µM; 330,000 compounds, 0.44% hits; AID 485275, 2010;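 active means plate passing quality check with inhibition over a set limit, or well fluorescence over plate mean plus 4 SD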;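 further: Nile Red retained in pooled yeast measured as flow cytometry median fluorescence; 0% = buffer negative control and 100% = Enniatin B positive control; higher means more Nile Red kept so more efflux inhibition; some compounds called inactive have numbers as strong as hits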
# core dimer inh = inhibitors of HCV core protein dimerization, primary screen, biochemical, TR-FRET, high-throughput | TR-FRET GST/Flag-core106 dimerization, 1536-well | inhibition, % at 5 µM | 300,000 compounds, 0.33% hits | AID 1899, 2009;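 active means inhibition above the mean of all tested compounds plus 3 SD, set per screening campaign, cut at about 45% in these data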
#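 Assay system – GST-tagged and Flag-tagged HCV core protein residues 1-106 · Quantity – core106 proteins, GST 13.5 nM and Flag 17 nM · Benchmarks – unlabelled core106 and no-GST-core106 wells · Read-out basis – percent inhibition of core106 dimerization signal · Detection – time-resolved FRET, ex 340 nm, em 617 and 671 nm · Schedule – 4 h at 22.5 °C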
# EBNA-1 inh = EBNA-1 DNA-binding inhibitors, primary screen, biochemical, fluorescence polarization; AID 1950, 2009; inhibition, % at 14.8 µM; 300,000 compounds, 0.34% hits; in the data active means inhibition above about 28%
# Fh CTSL1 inh = Fasciola hepatica cathepsin L1 inhibitors, primary screen, counter-screen for PFM18AAP inhibitor project, biochemical, QFRET, fluorogenic peptide substrate; 300,000 compounds, 0.49% hits; AID 1906, 2009; inhibition, % at 5.96 µM; recombinant F. hepatica cathepsin L1, Z-Leu-Arg-MCA fluorescence;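 active means inhibition above the mean of all tested compounds plus 3 SD, set per screening campaign, cut at about 17% in these data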;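 further: 0% = plate median of test compound wells and 100% = 1 µM Z-Phe-Ala-diazomethylketone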
# PP1 counter = PP1-alpha phosphatase inhibitors, primary screen, counter-screen for PP5 inhibitor project, biochemical, fluorescence, OMFP substrate, single point | purified PP1alpha | inhibition, % at 6.7 µM | 320,000 compounds, 0.9% hits;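 active means inhibition above the mean inhibition of all tested compounds plus 3 SD, computed separately for each screening campaign, cut at about 15% in these data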
# Target sequence (P62136 whole entry, looked up): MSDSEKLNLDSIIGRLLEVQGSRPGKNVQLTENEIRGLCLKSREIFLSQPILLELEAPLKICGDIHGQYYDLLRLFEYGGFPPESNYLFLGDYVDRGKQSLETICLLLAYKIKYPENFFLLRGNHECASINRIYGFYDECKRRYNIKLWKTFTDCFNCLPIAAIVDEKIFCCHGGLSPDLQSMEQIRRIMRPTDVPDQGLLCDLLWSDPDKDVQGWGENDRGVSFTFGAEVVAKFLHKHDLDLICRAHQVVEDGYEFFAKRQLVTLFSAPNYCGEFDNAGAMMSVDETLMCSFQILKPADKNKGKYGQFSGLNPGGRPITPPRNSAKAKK
# Active calls of the source: *; / = no result given; + = active, no number. This is a subset. The share of hits here may be higher or lower than overall.
SMILES,ZTA counter,PP5 inh,TPT1 inhibitor,PREPL inhibitor,Efflux pump inh,core dimer inh,EBNA-1 inh,Fh CTSL1 inh,PP1 counter
O=C(Nc1ccc(CN2CCOCC2)cc1)c1ccc(-c2cccc(Cl)c2)o1,17,1.7,3,12,0.0,5,14,3,-1
CCC(=O)c1ccc(/C=C/c2nc3ccccc3n2C)o1,-4,-0.2,-2,4,0.0,13,-2,5,1
Cc1c(C(=O)NCC2CCCO2)oc2ccc(S(=O)(=O)N3CC(C)CC(C)C3)cc12 (stereo not given),-4,3.2,1,-13,0.1,-2,-8,-4,-4
O=C(O)c1cc(Cl)c2ccccc2c1O,-6,-0.4,-2,-2,0.1,2,-8,2,0
COCCSc1nnc(NC(=O)C2CC(=O)N(C3CCCC3)C2)s1 (stereo not given),7,-1.0,0,-7,0.0,9,-2,0,1
Cc1ccccc1NC(=O)CCSc1nnnn1-c1ccccc1,-3,-1.6,0,-7,-0.1,-3,7,-1,-1
CCOc1ccccc1-c1noc(CCCC(=O)NC2CCCCC2)n1,-1,0.3,-4,1,-0.1,10,2,-5,-1
COc1ccc(-c2cc(C(F)(F)F)nc(SCC(=O)N(C)Cc3cn(C)nc3C)n2)cc1OC,8,0.4,3,4,0.0,-2,8,-1,-1
O=C(CCC(=O)Nc1ccccc1)NNC(=O)COc1ccccc1,-5,5.2,-2,-1,0.2,-6,3,-14,-2
Cc1ccc(OC(=O)c2ccc(C)c([N+](=O)[O-])c2)cn1,6,-1.6,1,1,0.1,-2,-1,5,-4
C[C@H]1CN=C(Nc2ccccc2)N1CCc1ccc(F)cc1,0,2.9,-1,-7,0.0,-9,-6,-3,-2
COc1ccc(NS(=O)(=O)c2cccc(NC(=O)c3ccc(S(=O)(=O)N4CCCCCC4)cc3)c2)cc1,-17,1.5,-2,-14,-0.1,22,13,-1,1
CCC(=O)N1CCN(c2ccc(NC(=O)c3ccccc3)cc2)CC1,-6,-0.6,-2,0,-0.1,3,0,-10,1
CC(=O)NS(=O)(=O)c1ccc(NC(=O)C(Sc2ccccc2)c2ccccc2)cc1 (stereo not given),-2,0.3,-4,1,0.0,-3,5,4,1
C=CCn1c(-c2cc(-c3ccc(C)cc3)nc3ccccc23)n[nH]c1=S,4,1.5,0,1,0.1,14,3,5,5
COc1cccc(CC(=O)Nc2cc(S(=O)(=O)N3CCOCC3)ccc2N2CCOCC2)c1,-1,-0.1,-4,6,-0.5,-5,5,-4,-1
CCn1cc(C(=O)OCC(=O)Nc2cc(S(=O)(=O)N(C)C)ccc2C)c(=O)c2ccc(C)nc21,-11,1.5,1,2,0.2,-1,-10,14,-2
O=C(NNC(=O)c1ccccc1O)c1ccc(S(=O)(=O)Nc2ccccc2F)cc1,1,0.5,-1,12,0.3,-3,1,1,-1
CN(Cc1ccccc1)C(=O)CCS(=O)(=O)c1ccc2c(c1)NC(=O)CS2,2,-0.9,0,6,0.1,7,-1,11,-1
CCn1cc(C(=O)NCCCN(CC(C)C)CC(C)C)c(=O)c2cc(S(=O)(=O)N(C)C3CCCCC3)ccc21,2,-0.3,-2,8,0.0,7,1,-1,1
COc1ccccc1CC(NC(C)=O)C(=O)NC1CCN(C(=O)Nc2ccc(F)cc2)CC1 (stereo not given),7,-0.2,-1,-1,0.0,-4,9,-2,-4
C=CCSc1nnc(NC(=O)Cn2cnc3c2c(=O)n(C)c(=O)n3C)s1,-10,1.9,1,5,0.3,-3,-6,-1,-1
CCOC(=O)C1=C(C)NC(=O)NC1c1ccccc1Cl (stereo not given),6,-1.5,-3,-12,-0.1,-4,4,-2,0
O=C(Nc1nsc(-c2ccccc2)n1)c1cccs1,5,-1.5,-8,-5,-0.1,-2,8,-2,2

# 12 entries from above, with two lines to a compound.
# Values run as follows: ZTA counter | PP5 inh | TPT1 inhibitor | PREPL inhibitor | Efflux pump inh | core dimer inh | EBNA-1 inh | Fh CTSL1 inh | PP1 counter
O=C(Nc1ccc(CN2CCOCC2)cc1)c1ccc(-c2cccc(Cl)c2)o1
    17 | 1.7 | 3 | 12 | 0.0 | 5 | 14 | 3 | -1
CCC(=O)c1ccc(/C=C/c2nc3ccccc3n2C)o1
    -4 | -0.2 | -2 | 4 | 0.0 | 13 | -2 | 5 | 1
Cc1c(C(=O)NCC2CCCO2)oc2ccc(S(=O)(=O)N3CC(C)CC(C)C3)cc12 (stereo not given)
    -4 | 3.2 | 1 | -13 | 0.1 | -2 | -8 | -4 | -4
O=C(O)c1cc(Cl)c2ccccc2c1O
    -6 | -0.4 | -2 | -2 | 0.1 | 2 | -8 | 2 | 0
COCCSc1nnc(NC(=O)C2CC(=O)N(C3CCCC3)C2)s1 (stereo not given)
    7 | -1.0 | 0 | -7 | 0.0 | 9 | -2 | 0 | 1
Cc1ccccc1NC(=O)CCSc1nnnn1-c1ccccc1
    -3 | -1.6 | 0 | -7 | -0.1 | -3 | 7 | -1 | -1
CCOc1ccccc1-c1noc(CCCC(=O)NC2CCCCC2)n1
    -1 | 0.3 | -4 | 1 | -0.1 | 10 | 2 | -5 | -1
COc1ccc(-c2cc(C(F)(F)F)nc(SCC(=O)N(C)Cc3cn(C)nc3C)n2)cc1OC
    8 | 0.4 | 3 | 4 | 0.0 | -2 | 8 | -1 | -1
O=C(CCC(=O)Nc1ccccc1)NNC(=O)COc1ccccc1
    -5 | 5.2 | -2 | -1 | 0.2 | -6 | 3 | -14 | -2
Cc1ccc(OC(=O)c2ccc(C)c([N+](=O)[O-])c2)cn1
    6 | -1.6 | 1 | 1 | 0.1 | -2 | -1 | 5 | -4
C[C@H]1CN=C(Nc2ccccc2)N1CCc1ccc(F)cc1
    0 | 2.9 | -1 | -7 | 0.0 | -9 | -6 | -3 | -2
COc1ccc(NS(=O)(=O)c2cccc(NC(=O)c3ccc(S(=O)(=O)N4CCCCCC4)cc3)c2)cc1
    -17 | 1.5 | -2 | -14 | -0.1 | 22 | 13 | -1 | 1

# Following part
SMILES,ZTA counter,PP5 inh,TPT1 inhibitor,PREPL inhibitor,Efflux pump inh,core dimer inh,EBNA-1 inh,Fh CTSL1 inh,PP1 counter
CCCCNC(=S)N/N=C/c1ccc(OCC(=O)Nc2c(C)cc(C)cc2C)c(OC)c1,-11,3.7,2,2,0.3,15,15,-3,-2
CC(C)c1ccc(N2CC(C)(C)C2=O)cc1,-3,5.1,-2,6,0.4,3,-17,0,-3
CCCNC(=O)C1CC(c2cccc(F)c2)=NO1 (stereo not given),-25,1.9,-2,13,-0.1,-19,6,0,1
CC1CCN(C(C)C(=O)Nc2cc(S(=O)(=O)N3CCCCC3)ccc2Cl)CC1 (stereo not given),1,3.8,/,4,0.3,/,/,/,-2
CS(=O)(=O)N1CCCC(C(=O)Nc2ccccc2Cl)C1 (stereo not given),9,-0.7,0,4,0.2,4,6,3,-3
COc1cc(/C=C/C(=O)OCC(=O)NC(=O)NC(C)(C)C)ccc1O,2,2.5,-3,3,0.0,0,-4,-4,-2
CCOC(=O)C1=C(COC(=O)CCOc2ccc(OCC)cc2)NC(=O)NC1C (stereo not given),4,0.9,/,2,0.0,/,/,/,-3
CCCNC(=O)C(Cc1ccccc1)NS(=O)(=O)c1cccc2nsnc12 (stereo not given),-1,3.2,-4,-1,0.0,1,4,2,-2
Cc1cc(C)n(-c2ccc(Cl)c(C(=O)OCC(=O)N3CCCCC3C)n2)n1 (stereo not given),8,0.4,-4,11,0.1,3,5,-2,0
Cc1ccccc1NC(=O)Cn1c(=O)oc2ccccc21,9,-2.0,-1,1,-0.1,-5,-5,3,-1
Cc1ccc(C(=O)NC(C(=O)NC2CCCC2)c2ccccc2)cc1 (stereo not given),3,3.7,2,-8,0.0,7,10,-6,-1
Cc1c(C)c2ccc(OCC(=O)NCCCn3ccnc3)c(C)c2oc1=O,2,-1.9,1,11,0.6,-15,-3,1,-3
Cc1ccc(S(=O)(=O)NC(=O)Nc2ccc(N(C)C)cc2)cc1,+,1.4,1,30,0.1,-155,+,5,6
O=S(=O)(NCCCc1ccccc1)c1ccc(Cl)cc1,-6,2.8,-3,-47,-0.1,-5,-4,-3,2
COc1cc2c(cc1OC)C(c1cc([N+](=O)[O-])ccc1O)NCC2 (stereo not given),12,0.7,-4,-4,0.0,2,4,-1,-1
COc1cc(CN(C)C)cc(C=O)c1O,2,0.5,-5,14,0.1,-3,-7,0,-1
CN1C2CCC1CC(NC(=O)c1cc(Cl)cc3[nH]cnc13)C2 (stereo not given),16,-1.9,1,-1,-0.1,2,6,-4,-3
O=C(CCc1nc(-c2ccccc2)c(-c2ccccc2)o1)OCc1ccc(Br)cc1,5,2.3,0,15,0.0,-1,4,-7,-2
CCCCN1C(=O)c2ccc(C(=O)NC3(C)CCS(=O)(=O)C3)cc2C1=O (stereo not given),-8,1.2,/,2,-0.1,/,/,/,-1
COc1ccc(C(C(=O)NC2CCCC2)N(C(=O)c2ccoc2C)c2ccccc2)cc1 (stereo not given),5,1.3,2,5,0.2,-4,-14,3,0
Cc1cccn2c(=O)c3cc(C(=O)NCCC4=CCCCC4)n(C)c3nc12,1,-0.5,1,-4,0.0,9,-6,-1,-1
Cc1ccc(C)c(NC(=O)CS(=O)(=O)c2cccc3nsnc23)c1,-8,-1.8,-5,6,-0.2,-3,-3,3,-3
COc1ccccc1N1CCN(C(=O)C2CCN(S(=O)(=O)c3ccccc3F)CC2)CC1,-2,-0.8,/,18,-0.2,/,/,/,1
Cc1cc(=O)oc2c(C)c(OC(=O)c3ccco3)ccc12,-6,-0.7,2,2,1.7,1,-7,0,-1
CCN1CC(CN(C)Cc2nc(-c3ccc(Cl)cc3)no2)CC1=O (stereo not given),1,1.9,0,18,0.0,0,7,1,-2
COc1cc(C(F)(F)F)nc(-c2ccccn2)n1,-22,0.8,-4,1,0.0,-6,-5,-1,0
O=C(CCNS(=O)(=O)c1ccc(OC(F)(F)F)cc1)NCCc1c[nH]c2ccccc12,22,3.0,/,-19,0.0,/,/,/,-2
O=C(CNC(=O)c1ccccc1)N/N=C/c1cn[nH]c1-c1ccccc1,3,0.9,3,11,0.4,-4,1,0,0
CN(C)c1ccc(/C=[N+](\[O-])C(C)(C)/C=N/O)cc1,-1,0.1,2,11,-0.2,-7,13,2,-5
Cc1ccccc1N(Cc1ccccc1F)S(C)(=O)=O,4,0.0,1,-6,0.2,-2,0,-1,2
COc1ccc(NC2CCCN(C(=O)C3=NN(C)C(=O)CC3)C2)cc1OC (stereo not given),2,0.3,-4,0,-0.1,5,12,-1,-2
COCC(C)n1c(SC(C)C(=O)NC2CCCCC2C)nc2ccccc2c1=O (stereo not given),5,-0.7,2,-1,0.5,-5,1,2,-3
CC(=O)N1c2ccc(S(=O)(=O)NCCC(=O)NC3CCCCCC3)cc2CC1C (stereo not given),11,-0.9,1,0,0.0,7,9,0,-3
Nc1cc(=O)[nH]c(SCC(=O)Nc2ccc(F)c(Cl)c2)n1,-4,0.6,3,-9,0.0,1,12,-2,0
O=S(=O)(c1ccc(N2CCCCCC2)nc1)N1CCCC1,-6,3.3,-4,7,0.0,2,-12,-5,4
